Bioassay records (PubChem)
Statin myotox sup – suppression of simvastatin myotoxicity; AID 602340; rescue of ATP level, % at 7.49 µM; C2C12 myotubes + simvastatin, ATP luminescence, 48 h; scaled: DMSO 0, geranylgeraniol control 100; actives 0.78% (n = 330,000);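 active means mean ATP rescue above about 67%, or every replicate alone reaching that limit, limit read from the data, passing the limit was not always enough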;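 further: myotubes were challenged with 10 µM simvastatin during compound exposure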
F508del corr – correctors of CFTR F508del function in bronchial epithelial cells | actives 0.36% (n = 350,000) | activity (quench increase), % at 7.58 µM | CFBE cells, YFP halide quenching; stimulated with forskolin plus potentiator P3; % fluorescence drop versus neutral controls;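 active means mean added fluorescence quench of at least 8% versus neutral control, with both replicates also reaching 8%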;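 further: cells transiently co-express mutant CFTR-F508del with the halide-sensitive YFP; corrector assay measuring rescue of mutant channel to the surface after 24 h compound exposure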
PglD DTNB – PglD (C. jejuni) enzyme inhibition; purified PglD enzyme, DTNB colorimetric CoA detection; inhibition, % at 12.5 µM; actives 0.098% (n = 360,000); in the data active means inhibition above about 16%, passing the limit was not always enough; further: strong numbers were not always called active
PGC1a acetyl inh – PGC1a acetylation modulation, inhibitor mode | actives 0.17% (n = 350,000) | AID 651687 | inhibition, % at 15.6 µM | U2OS PGC1a acetylation, AlphaScreen anti-acetyl-lysine; with virally co-expressed GCN5 acetyltransferase;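 active means every replicate shows inhibition of at least 40%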;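 further: 0% = neutral control wells and 100% = positive control wells; some results beyond the cut were filed as inactive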
miR-122 sensor – blocks miR-122 activity in Huh7 sensor cells. Huh7 miR-122 Renilla luciferase sensor, 48 h; neutral wells = 0, positive control = 100. activation (reporter increase), % at 12.5 µM. actives 0.3% (n = 340,000). AID 602342;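 active means mean replicate activation score at least 90 and every replicate individually at or above 90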;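 further: higher luciferase means less miR-122 activity so hits act as miR-122 inhibitors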
Cneo AK release – Cryptococcus neoformans lysis via adenylate kinase release; AID 651654; actives 0.2% (n = 360,000); lysis activity, % at 15 µM; C. neoformans lysis, adenylate kinase release luminescence, 4 h; normalised: neutral wells 0, clomiphene wells 100;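 active means mean lysis activity across replicates of at least 80%, whatever share of replicates individually reach that level; inactive means mean lysis activity below 80%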
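Schedule: static 4 h at 37 °C with compound, 1 h detection; system: C. neoformans cells; benchmarks: Clomiphene as positive control; buffer or medium: fresh YPD medium; measure: luminescence rise reflecting yeast cell lysis; measured by: luminescent adenylate kinase detection reagent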
INS-1E GSIS act – primary screen for activators of insulin secretion dependent on glucose, INS-1E cells, GLuc reporter luminescence. INS-1E GLuc reporter insulin secretion, 2-3 h. activation, % at 16.6 µM. actives 0.61% (n = 370,000). AID 743287;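 active means lowest replicate activation of at least 40%, so every replicate reaches that level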;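 further: 0% = median of neutral control wells and 100% = median of IBMX positive control wells; some compounds called inactive have numbers as strong as hits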
FN deposit inh – fibronectin deposition inhibition | AH1F fibroblasts, Alexa488-fibronectin deposition fluorescence, overnight | inhibition, % at 12.6 µM | actives 0.086% (n = 350,000) | AID 743247;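 active means mean inhibition across replicates of 30% or more, regardless of how many single replicates reach that level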;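 further: positive control wells lacked labelled fibronectin entirely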
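Material: AH1F fibroblast monolayer depositing Alexa488-labelled fibronectin into matrix | Input: 10000 AH1F cells/well | Medium: DMEM plus 2% serum, read in PBS | Reagent: Alexa488-fibronectin, 24 nM final in well | Compound dosing: One dose per compound, pinned | Schedule: 1 h adhesion, overnight exposure | Measured by: Fluorescence at 485 nm excitation, 525 nm emission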
An asterisk follows results filed as active; x = not tested or not shown; & = joins results of further samples; [ ] = dose if it differs, or a comment. This is a random part of the collection; 2.1% or so of the library scored in one or more.

Compound	INS-1E GSIS act	Statin myotox sup	FN deposit inh	F508del corr	miR-122 sensor	Cneo AK release	PglD DTNB	PGC1a acetyl inh
COc1cccc(CNC(=O)CNC(=S)N(Cc2ccccc2)Cc2ccccc2F)c1	-46	x	-6	1.8	x	x	x	4
COC(=O)CC(NC(=O)c1cccs1)c1ccc(OC)c(OC)c1 (stereo not given)	11	x	6	0.6	x	x	x	-2
O=C(COC(=O)c1ccc(F)cc1)NCC1COc2ccccc2O1 (stereo not given)	-26	-1	1	-0.7	x	-2	0	x
CCC(=O)N[C@@H]1CC[C@@H](CCNC(=O)Nc2ccc(C(F)(F)F)cc2)O[C@H]1CO	-6	-36	-3	2.1	0[16.7 µM]	-3	-1	7
C[C@H](CO)N1C[C@H](C)[C@@H](CN(C)Cc2ccc(C(F)(F)F)cc2)OCCCC[C@H](C)Oc2ccc(NC(=O)Nc3ccc(F)cc3)cc2C1=O	31	x	6	1.9	8[16.7 µM]	-2	-7	-12
O=C(COc1ccc2ccc(=O)oc2c1)NCCc1c[nH]c2ccc(F)cc12	7	12	10	-0.4	-15	-1	-4	-3
CN1C(C(=O)NCC2CC2)CC2Cn3c(nc4cc(Cl)c(Cl)cc43)C21 (stereo not given)	-9	-6	-4	1.6	-2	-7	2	13
CN(C)CCCN(C(=O)CCc1ccccc1)c1nc2ccc(Br)cc2s1	23	-62	15	-4.0	-55	2	4	-8
CC1(C(=O)NS(=O)(=O)c2cccs2)CCN1C(=O)c1ccccc1 (stereo not given)	1	4	-2	-1.8	1	0	3	1
Cc1noc(C)c1NC(=O)N(C)C[C@H]1Oc2ncc(C#CC(C)C)cc2C(=O)N([C@@H](C)CO)C[C@@H]1C	0	9	-6	-0.3	-7[16.7 µM]	-2	2	7
C[C@@H]1CN([C@@H](C)CO)C(=O)c2cc(-c3cccc(F)c3)cnc2O[C@H]1CN(C)CC1CCOCC1	3	-25	x	0.8	6[16.7 µM]	-1	4	-9
O=C(c1cc(-c2ccccn2)nc2c(Cl)cccc12)N1CCN(C(=O)C2CCCO2)CC1 (stereo not given)	14	x	x	x	2	2	-2	0
COC(=O)CCS(=O)(=O)c1ccc(Cl)cc1	17	10	x	x	-3	x	x	-9
CSc1ccccc1-n1nnnc1SCC(=O)Nc1cc(C)ccc1C	x	14	-21	x	13	0	6	2
CN1C2CCC1CC(OC(=O)c1c[nH]c3ccccc13)C2 (stereo not given)	x	3&-23	-7	-8.4	-1&11	4&2	-1&1	-3&6

Next entries follow:
Compound	INS-1E GSIS act	Statin myotox sup	FN deposit inh	F508del corr	miR-122 sensor	Cneo AK release	PglD DTNB	PGC1a acetyl inh
Cc1ccc(NS(=O)(=O)c2ccc(NC(=O)C3CC3)cc2)cc1C	-14	-8	2	-0.8	-2	0	4	1
COCCNC(=O)C[C@@H]1C[C@H]2c3cc(NS(=O)(=O)c4ccccc4)ccc3O[C@H]2[C@@H](CO)O1	17	2	x	-0.3	8[16.7 µM]	-4	-2	8
COc1ccc(CC(=O)Nc2ccc(N3CCN(c4ccc(OC)cc4)CC3)c(C#N)c2)cc1	x	-26	x	x	-3	-5	-6	4
CN(Cc1cccc(F)c1)C(=O)CN1CCN(S(=O)(=O)c2ccc3c(c2)OCCCO3)CC1	-10	2	11	-0.1	-7	-3	-4	-5
O=C1CN(S(=O)(=O)c2ccc([N+](=O)[O-])cc2)CC(=O)N1	3	2	1	-1.6	-4	-1	-3	x
Cc1ccc(N=Nc2c(O)[nH]c(=O)[nH]c2=O)cc1S(=O)(=O)Nc1ccc(Br)cc1	5	0	6	5.0	88	1	1	-3
CC(C)C#Cc1cnc2c(c1)C(=O)N([C@H](C)CO)C[C@H](C)[C@H](CN(C)Cc1cncnc1)O2	3	-12	x	2.2	-5[16.7 µM]	-6	2	11
Cc1ccc(CN2CCC[C@]3(N[C@H](c4ccccc4)[C@@H]4C(=O)N(Cc5ccccc5)C(=O)[C@@H]43)C2=O)cc1	-13	9	-2	3.4	0	1	-8	-10
O=C(Nc1ccc2c(c1)OCCO2)C(CCc1ccccc1)N1CCN(C/C=C/c2ccccc2)CC1 (stereo not given)	-31	-4	-1	1.3	2	-22	8	-16
C[C@@H]1CCCCO[C@H](CN(C)C(=O)Nc2cccc3ccccc23)[C@@H](C)CN([C@@H](C)CO)C(=O)c2cc(NS(=O)(=O)c3cn(C)cn3)ccc2O1	-5	x	x	-0.8	10[16.7 µM]	-21	-1	-2
O=C(Nc1ccc2c(c1)OCCO2)C1CCN(c2cnccn2)CC1	x	x	8	x	0	-1	-1	14
Cc1ccc2cccc(S(=O)(=O)NC3CCS(=O)(=O)C3)c2n1 (stereo not given)	19	-5	x	-2.0	x	1	0	4
O=C(C[C@@H]1C[C@H]2c3cc(NC(=O)Nc4ccccc4F)ccc3O[C@H]2[C@H](CO)O1)NCc1ccc2c(c1)OCO2	-18	1	x	1.3	2[16.7 µM]	34	0	-6
Cc1ccc(C(=O)C(SC(C)(C)C)n2cncn2)cc1 (stereo not given)	0	-10	-2	1.1	6	-3	3	x
Cc1ccc(S(=O)(=O)NCCCN2CCOCC2)cc1C	x	3	-3	x	6	-1	-10	19

More entries
Compound	INS-1E GSIS act	Statin myotox sup	FN deposit inh	F508del corr	miR-122 sensor	Cneo AK release	PglD DTNB	PGC1a acetyl inh
CC1(C(=O)NS(=O)(=O)c2ccc(Cl)cc2)CCN1C(=O)Cc1ccc(-c2ccccc2)cc1 (stereo not given)	x	-4	-3	1.0	-8	0	1	8
O=c1c2ccccc2nc(SCc2nnc(-c3ccccc3Br)o2)n1-c1ccccc1	5	3	x	-1.0	-2	-4	-4	10
CCc1cc(C(=O)Cc2nc3ccccc3s2)c(O)cc1OCC(=O)O	6	0	7	0.4	-9	-8	-2	2
NC(=O)C1CCN(C(=O)CCc2ccsc2)CC1	18	x	-1	-2.6	-1	-1	2	-4
CS(=O)c1ccccc1COC(=O)Nc1ccc(Cl)cc1 (stereo not given)	13	-16	x	x	-2	-1	-4	-4
CC(C)C(=O)Nc1ncc(C(F)(F)F)cc1Cl	x	6	-28	x	-7	-4	-2	13
Nc1nc(-c2cccs2)c(CC(=O)O)s1	-6	1	8	2.8	0	-1	-5	6
O=C(Nc1ccc2oc(-c3ccncc3)nc2c1)c1ccc([N+](=O)[O-])o1	4	145*	15	-7.1	x	-12	6	x
Cc1coc2cc3oc(=O)c(CCC(=O)NCCCN4CCCC4=O)c(C)c3cc12	-11	-5	x	-2.3	-4	1	-2	-7
O=C(NCC1CCCO1)c1cc2ccccc2nc1Cl (stereo not given)	-2	x	-3	-0.2	1	x	x	4
COC(=O)c1ccccc1NC(=O)c1ccc2c(c1)OCCCO2	2	-9	-1	0.2	-2	-16	2	-1
CC(C)C#Cc1cnc2c(c1)C(=O)N([C@H](C)CO)C[C@H](C)[C@H](CN(C)S(=O)(=O)c1cn(C)cn1)O2	19	6	10	1.7	-9[16.7 µM]	0	5	-3
CCCNC(=O)Nc1ccc2c(c1)C(=O)N(C)[C@H]1CC[C@H](CC(=O)NCCCN(C)C)O[C@H]1CO2	8	-11	9	-5.0	10[16.7 µM]	-1	1	9
C[C@@H]1CN([C@H](C)CO)C(=O)c2cc(-c3ccc(C#N)cc3)cnc2O[C@H]1CN(C)Cc1cccnc1	-4	-2	-2	-0.7	-3[16.7 µM]	-1	-2	4
O=C(COC(=O)C1CC2CCCC(C1)C2=O)NC1CCCCC1 (stereo not given)	2	-2	-4	-0.7	-1	0	5	0

(more compounds)
Compound	INS-1E GSIS act	Statin myotox sup	FN deposit inh	F508del corr	miR-122 sensor	Cneo AK release	PglD DTNB	PGC1a acetyl inh
COc1ccc(S(=O)(=O)Nc2ccc3c(c2)C(=O)N([C@H](C)CO)C[C@@H](C)[C@@H](CN(C)C(=O)NC(C)C)OCCCC[C@@H](C)O3)cc1	-13	x	x	-0.1	3[16.7 µM]	-3	1	-10
COc1ccc(S(=O)(=O)Nc2ccc3c(c2)C(=O)N([C@@H](C)CO)C[C@@H](C)[C@@H](CN(C)Cc2ccc(C(=O)O)cc2)OCCCC[C@H](C)O3)cc1	9	x	x	0.8	5[16.7 µM]	49	1	26
C[C@H](CO)N1C[C@H](C)[C@@H](CN(C)S(=O)(=O)c2cccs2)Oc2c(NS(=O)(=O)c3ccc(F)cc3)cccc2C1=O	-2&-23	-1	0&-1	1.4&-1.4	-4	2	3	2&10
CCOC(=O)C1=C(C)NC2=C(C(=O)CC(C)(C)C2)C1c1ccsc1 (stereo not given)	-11	-29	x	x	1	1	2	-10
CCOC(=O)N1CCN(C2CCCN(C(=O)c3cccc(Cl)c3)C2)CC1 (stereo not given)	-11	-1	1	3.1	-8	-2	2	6
COc1cccc(C2(O)CCN(C(=O)C3CCC3)CC2)c1	x	4	-10	x	6	-3	-8	x
COc1ccccc1CN1CC(C(=O)N(C)Cc2nc(C)cs2)CCC1=O (stereo not given)	14	1	5	-3.0	x	0	2	x
CSC1=NSC2=NC(=O)/C(=C\c3ccc(OC(=O)c4ccco4)cc3)C(=N)N12	-16	34	-3	-1.3	3	-1	0	x
O=C(Nc1ccccc1)c1cccc2c(-c3cccnc3)coc12	11	-2	-7	-6.2	x	-10	-1	x
Cc1ncc(C[n+]2csc(CCOC(=O)C34CC5CC(CC(C5)C3)C4)c2C)c(N)n1	1	5	4	2.0	-8	2	-5	-1
C[C@@H]1CN([C@@H](C)CO)C(=O)c2cc(NC(=O)Nc3ccc(C(F)(F)F)cc3)ccc2O[C@H]1CN(C)C(=O)Nc1ccccc1	7	3	x	0.5	-1[16.7 µM]	4	1	-1

By substructure: the entries above with a Cl atom
Compound	INS-1E GSIS act	Statin myotox sup	FN deposit inh	F508del corr	miR-122 sensor	Cneo AK release	PglD DTNB	PGC1a acetyl inh
CN1C(C(=O)NCC2CC2)CC2Cn3c(nc4cc(Cl)c(Cl)cc43)C21 (stereo not given)	-9	-6	-4	1.6	-2	-7	2	13
O=C(c1cc(-c2ccccn2)nc2c(Cl)cccc12)N1CCN(C(=O)C2CCCO2)CC1 (stereo not given)	14	x	x	x	2	2	-2	0
COC(=O)CCS(=O)(=O)c1ccc(Cl)cc1	17	10	x	x	-3	x	x	-9
CC1(C(=O)NS(=O)(=O)c2ccc(Cl)cc2)CCN1C(=O)Cc1ccc(-c2ccccc2)cc1 (stereo not given)	x	-4	-3	1.0	-8	0	1	8
CS(=O)c1ccccc1COC(=O)Nc1ccc(Cl)cc1 (stereo not given)	13	-16	x	x	-2	-1	-4	-4
CC(C)C(=O)Nc1ncc(C(F)(F)F)cc1Cl	x	6	-28	x	-7	-4	-2	13
O=C(NCC1CCCO1)c1cc2ccccc2nc1Cl (stereo not given)	-2	x	-3	-0.2	1	x	x	4
CCOC(=O)N1CCN(C2CCCN(C(=O)c3cccc(Cl)c3)C2)CC1 (stereo not given)	-11	-1	1	3.1	-8	-2	2	6
